HSF1 inh = HSF1 inhibition; NIH3T3-HGL HSE-luciferase, MG132-induced, luminescence 8 h; stronger effect = lower value; activity change, negative = inhibition, % at 7.5 µM (by protocol); 300,000 compounds, 0.77% hits; AID 2098;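 active = more than half of replicate wells show activity change below -50%, luminescence cut by over half; inconclusive = some wells, but at most half, below -50%; inactive = no replicate well below -50%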;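 also: luciferase reports HSF-1 transcriptional activity via heat shock element; 0% = median of DMSO wells and -100% = zero luminescence signal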
AI-2 QS mod = modulators of Vibrio harveyi AI-2 quorum sensing system. Vibrio harveyi JMH597 AI-2 luminescence/OD600 ratio, 9 h; stronger effect = lower value; strain lacks LuxN and CqsS sensors; 0 = neutral-control median. activity change, % at 7.5 µM. 300,000 compounds, 0.4% hits; in the data active = activity change below about -75%, passing the limit was not always enough; inconclusive = no clear call, values can overlap the other calls;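 also: luminescence divided by OD600 gain over 9 h not by final OD600 alone; inactives centre near 13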
HSF-1 act = increases HSF-1 driven luciferase reporter signal; 300,000 compounds, 1.7% hits; AID 504408; NIH3T3-HGL HSF-1 luciferase reporter, MG132, 8 h; 100% = twice DMSO control signal; activation, % at 9 µM;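 active = mean replicate activation of at least 50% with a set share of replicates each reaching 50%; inconclusive = only one of those two conditions met; inactive = mean below 50% and too few replicates reaching it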;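 also: 0% = median of the neutral control wells and 100% = twice that signal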
PolyA inhibitor = blocks polyadenylation in yeast reporter cells; S. cerevisiae SKY197-pL101 polyadenylation reporter, beta-gal luminescence; efflux-impaired pdr1/pdr3 knockout yeast; score 100 = 6 SD above DMSO; calls only at 12 µM; 300,000 compounds, 0.02% hits;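 active = lowest replicate activity score at least 50, where 100 means six control SD above control mean; inconclusive = lowest score under 50 but half or more replicates reach 50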;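 also: yeast exposed to compound for 9 h at 30 °C; higher score means more reporter readthrough which indicates perturbed polyadenylation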
aSyn UTR inh = MLPCN primary screen, SNCA 5' untranslated region; 300,000 compounds, 0.82% hits; inhibition, % (tested at 7.5 µM); alpha-synuclein 5'UTR reporter, inhibitor activity; in the data active = inhibition above about 60%; inconclusive = no clear call, values can overlap the other calls;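 also: H4 neuroglioblastoma cells stably carrying SNCA 5'UTR luciferase fusion; 0% = DMSO wells and 100% = positive control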
GSK3A inh = human GSK-3 alpha kinase inhibition; inhibition, % at 10 µM; ADP-Glo luminescence, 60 min; 320,000 compounds, 0.1% hits;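 in the data active = inhibition above about 50%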;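 also: GST-tagged GSK-3 alpha with peptide substrate and 25 µM ATP; 0% = DMSO neutral wells and 100% = GW8510 positive control wells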
Target sequence (P49840 whole entry, looked up): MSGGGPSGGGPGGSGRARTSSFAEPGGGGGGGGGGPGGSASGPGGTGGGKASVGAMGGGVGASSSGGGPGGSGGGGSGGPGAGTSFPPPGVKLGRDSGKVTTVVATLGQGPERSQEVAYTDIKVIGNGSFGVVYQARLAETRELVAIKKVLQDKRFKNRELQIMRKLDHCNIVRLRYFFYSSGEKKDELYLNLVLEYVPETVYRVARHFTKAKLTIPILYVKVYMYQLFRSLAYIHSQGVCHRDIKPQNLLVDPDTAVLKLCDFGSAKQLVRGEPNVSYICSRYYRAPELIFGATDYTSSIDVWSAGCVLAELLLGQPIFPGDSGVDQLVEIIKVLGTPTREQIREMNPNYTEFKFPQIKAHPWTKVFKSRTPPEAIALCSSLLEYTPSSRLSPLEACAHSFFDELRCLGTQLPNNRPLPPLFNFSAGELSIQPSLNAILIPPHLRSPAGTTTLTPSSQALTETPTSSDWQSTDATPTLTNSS
HSP90 inh = inhibitors of HSP90 luciferase refolding in rabbit reticulocyte lysate; luciferase refolding luminescence, 3 h; inhibition, % at 5.6 µM; 290,000 compounds, 0.91% hits; AID 1789;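 active = inhibition above the screen-wide mean plus 3 SD, computed separately per campaign, cut at about 16% in these data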;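 also: 0% = DMSO wells and 100% = 60 µM geldanamycin wells; inhibitors lower the luminescence because luciferase stays unfolded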
IEC-6 tox = kills IEC-6 intestinal cells in KLF5 counter-screen. IEC-6 cytotoxicity, luminescence viability. inhibition, % at 5 µM. 290,000 compounds, 0.78% hits; in the data active = inhibition above about 22%;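 also: 0% = plate median of test compound wells and 100% = cytotoxic reference compound wells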
GSK3beta inhib = inhibitors of human GSK3beta kinase; P49841; activity score (negative = inhibition), % at 10 µM; AID 2097; GST-GSK3beta kinase, ADP-Glo luminescence, 60 min; stronger effect = lower value; 300,000 compounds, 0.038% hits;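 active = more than half of replicate wells score below -50%, meaning over 50% inhibition versus plate controls; inconclusive = some replicates but at most half score below -50%; inactive = no replicate scores below -50%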;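 also: 0% = median DMSO wells and -100% = median GW8510 positive control wells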
Target sequence (P49841 whole entry, looked up): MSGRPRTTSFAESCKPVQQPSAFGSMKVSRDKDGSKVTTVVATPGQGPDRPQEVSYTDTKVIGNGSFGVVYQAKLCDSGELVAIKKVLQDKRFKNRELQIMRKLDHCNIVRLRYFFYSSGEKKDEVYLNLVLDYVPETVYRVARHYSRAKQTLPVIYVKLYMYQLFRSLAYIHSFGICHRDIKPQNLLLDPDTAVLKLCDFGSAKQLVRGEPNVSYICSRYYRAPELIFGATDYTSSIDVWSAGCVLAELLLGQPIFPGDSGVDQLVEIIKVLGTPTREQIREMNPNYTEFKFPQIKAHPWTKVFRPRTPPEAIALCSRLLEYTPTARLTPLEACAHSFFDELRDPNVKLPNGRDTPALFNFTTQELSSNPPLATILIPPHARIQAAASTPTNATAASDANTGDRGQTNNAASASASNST
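Assay system: GST-fused GSK3beta enzyme, cell-free / Medium: Tris pH 7.5 buffer with MgCl2, DTT, BSA, heparin / Also added: peptide substrate plus 25 µM ATP (final) / Compound: 10 µM single point / Timing: kinase reaction with compound 60 min at room temperature / Detection: ADP-Glo luminescence / Benchmarks: DMSO neutral wells and GW8510 at 20 µM as positive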
KLF5 inh = suppresses KLF5 promoter-driven expression; DLD-1 KLF5 promoter-luciferase reporter, luminescence; inhibition, % at 5 µM; 290,000 compounds, 0.23% hits;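 active = inhibition above a per-plate limit of that plate's mean compound inhibition plus 3 SD, cut at about 60% in these data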;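 also: 0% = DMSO wells and 100% = LY294002 at 200 µM; higher means less KLF5 promoter-driven luciferase light; inactives centre near -14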
Starred values were filed as active, the others as inactive; i = inactive; ? = inconclusive; nt = no result given. The list is partial; the hit share may differ from the screen's.

SMILES	HSF1 inh	AI-2 QS mod	HSF-1 act	PolyA inhibitor	aSyn UTR inh	GSK3A inh	HSP90 inh	IEC-6 tox	GSK3beta inhib	KLF5 inh
O=C1NC(=O)N(c2ccccc2)C(=O)/C1=C\c1ccccc1[N+](=O)[O-]	-3	1	4	i	15	-3	2	-4	2	15
Cc1cc(OC(=O)N(C)C)n(-c2ccccc2)n1	-1	6	6	i	18	-1	0	-3	1	-28
Cc1cccc(NC2=NCCCS2)c1C	-17	2	-13	i	34	-2	-1	3	-4	-13
O=c1[nH]c(O)c(N=Nc2ccc(S(=O)(=O)N3CCOCC3)cc2)c(=O)[nH]1	5	38	9	i	18	1	3	-2	-2	-36
Cn1c(N2CCNCC2)nc2ccccc21	-4	31	6	i	-2	nt	-7	-2	1	-5
O=C(Nc1cccc(OC(=O)N2CCCCC2)c1)N1CCOCC1	-2	35	-4	i	9	0	-3	-2	-3	-7
CCC(=NCCC(c1ccccc1)c1ccccc1)c1c(O)[nH]c(=O)[nH]c1=O	11	28	7	i	55	0	-3	-4	-1	-28
CC(CN(C)C1CCN(C)CC1)c1ccccc1 (stereo unspecified)	-5	20	-14	i	15	1	1	-2	-1	-27
CCOC(=O)c1c(C)n(C(C)C)c2ccc(OC(=O)c3ccc(N4C(=O)CCC4=O)cc3)cc12	-10	16	-11	i	1	-2	-2	1	0	-22
COc1ccc(OC)c(-n2c(O)c(C=NCCN3CCNCC3)c(=O)[nH]c2=S)c1	-5	19	-1	i	16	1	-1	-7	5	-12
COc1cccc(-n2c(O)c(C=NCCN3CCNCC3)c(=O)[nH]c2=S)c1	5	9	2	i	0	5	-1	-5	-2	2
COc1ccc(-n2c(Cc3cccc([N+](=O)[O-])c3)nc3ccccc3c2=O)cc1	9	6	24	i	21	-4	-7	-8	2	-23
O=C(NCc1cccnc1)C(Cl)(Cl)Cl	2	8	6	i	-2	-1	2	-1	4	-3
COc1c(/C=C2/C(=O)NC(=O)N(C)C2=O)c(CCN(C)C(=O)c2ccccc2)cc2c1OCO2	0	28	12	i	-3	-2	0	-6	-2	-18
CC(=O)C1(c2ccccc2)CCN(C(=O)C2CCC(=O)N(CCc3cccc(F)c3)C2)CC1 (stereo unspecified)	5	-2	5	i	-5	-3	2	3	2	-8
CC(C(N)=O)N1CC(c2ccccc2)CC1=O (stereo unspecified)	-8	13	-8	i	-2	1	3	2	2	-24
CC1CN=C(Nc2ccc(N(C)C)cc2)S1 (stereo unspecified)	-2	27	33	i	-26	0	-2	5	-5	-51
COCC(C)OC(=O)c1c(N)n(Cc2ccco2)c2nc3ccccc3nc12 (stereo unspecified)	-4	11	-4	i	24	4	2	-3	1	-17
Cn1cc(C(=O)NC2CC2)c2ccccc21	-7	19	-21	i	-4	0	-5	-12	1	-23
CN1CCC(O)(c2ccccc2)C2CCCC21 (stereo unspecified)	-3	15	-2	i	11	0	-3	5	-2	-33
O=C(c1ccc(CS(=O)(=O)c2ccc(Br)cc2)o1)N1CCC2(CC1)OCCO2	1	9	7	i	-4	-2	1	-1	6	-22
O=C1NC(=O)N(c2ccccc2)C(=O)/C1=C/c1ccc(Sc2ccccc2)o1	-2	9	34	i	0	3	-1	1	3	-12
CC(=O)Nc1ccc2c(c1)CC1(C(=O)N(C)C(=O)N(C)C1=O)C1CCCN21 (stereo unspecified)	1	23	-5	i	25	-1	3	0	-1	-20
COc1ccc(/C=C2\C(=N\O)C3CCN2CC3)cc1	-7	19	1	i	-28	13	-2	1	-3	-32
C1CC2NCCC3NCCC(N1)N32 (stereo unspecified)	2	10	3	i	2	6	-2	-1	-2	-12
C[C@]12CCC3[C@@H](CC[C@H]4C[C@@H](O)CC[C@]34C)C1CCC2=O (stereo partly specified)	1	8	-24	i	2	-1	-2	0	2	-30
CCCCn1c(=O)c(C=Nc2ccc(Cl)cc2)c(O)n(Cc2ccco2)c1=O	2	28	-3	i	6	nt	3	2	2	-7
c1cncc(C2CCCCN2)c1 (stereo unspecified)	13	2	41	i	18	0	5	2	2	6
O=C(O)c1cccc(NC(=O)N2C[C@H]3C[C@@H](C2)c2cccc(=O)n2C3)c1	-1	24	2	i	-5	-2	2	5	2	-6
COc1ccc(N2C(=O)NC(=O)/C(=C\c3ccc([N+](=O)[O-])s3)C2=O)cc1	13	?	27	i	-3	-5	7	-9	4	-15
Cc1ccccc1NS(=O)(=O)c1ccc(OCC(=O)N2CCN(C)CC2)cc1	-2	7	-2	i	2	-1	-1	-1	-2	-24
COc1cccc(OCc2cc(C(=O)N3C[C@H]4C[C@@H](C3)c3cccc(=O)n3C4)no2)c1	43	10	73*	i	-174	nt	1	-2	1	-90
COc1ccc(Cn2c(O)c(/C=N/NC(=O)c3ccccc3)c(=O)[nH]c2=O)cc1	10	15	24	i	-8	-1	1	3	0	-20
COC(=O)C1=C(c2ccc(S(C)(=O)=O)cc2)C[C@@H]2CC[C@H]1N2C(=O)NCc1ccccc1	-1	-4	-15	i	33	0	nt	nt	-1	nt
CCN1CCN(c2cc(N3CCCC3)c(F)cc2[N+](=O)[O-])CC1	1	17	8	i	-5	11	7	4	-1	-6
CC(C(=O)c1ccc2ccccc2c1)N1CCCCC1 (stereo unspecified)	-4	-1	27	i	-2	1	3	1	1	-25
CCOC(=O)C1CCN(/C=C2/C(=O)NC(=S)N(c3cccc(OC)c3)C2=O)CC1	-2	14	7	i	2	nt	1	-8	-2	14
CC(=O)c1c(O)n(C2CCCCCC2)c(=O)[nH]c1=O	-3	9	6	i	3	-2	2	4	3	-4
CCCOP(=O)(OCCC)C(NC(=O)c1ccccc1)=C(Cl)Cl	-13	1	-13	i	-2	-3	-3	-2	-4	-21
CCCCCCCC(=O)NC(Oc1ccccc1[N+](=O)[O-])C(Cl)(Cl)Cl (stereo unspecified)	2	1	4	i	36	-5	10	8	0	-9
CN1CCN(c2ccc(N)cc2Cl)CC1	-12	23	-8	i	-2	3	5	1	-13	15
COc1cc2[nH]c(=O)n(-c3cccc(Cl)c3)c(=O)c2cc1OC	0	12	9	i	15	6	3	11	1	19
O=C(c1c[nH]cc1-c1ccccc1)c1cccc2ccccc12	-7	18	-11	i	13	-2	2	2	1	-16
O=C1/C(=C/c2ccc3c(c2)OCO3)N2CCC1CC2	-9	21	-2	i	14	-1	2	0	0	-1
O=c1c2ccccc2nc(-c2ccccc2)n1-c1ccccc1	-7	14	2	i	9	-4	4	1	1	14
O=C(c1ccc2c(=O)n(Cc3ccc4c(c3)OCO4)c(=S)[nH]c2c1)N1CCC2(CC1)OCCO2	6	41	30	i	3	0	0	-2	-5	-20
Cc1cccc(OCC(=O)N2CCN(Cc3ccncc3)CC2)c1	5	-5	29	i	11	-3	5	5	2	-23
O=C(c1ccccc1)C1NC1c1ccccc1 (stereo unspecified)	8	-2	11	i	-48	-1	-1	-10	-3	-33
Cc1c(C(=O)C(=O)N2CCOCC2)c2ccccc2n1Cc1ccccc1	1	2	4	i	-10	nt	3	8	-11	-43
O=C(O)c1ccc(N=Cc2c(O)n(Cc3ccc(F)cc3)c(=O)[nH]c2=O)cc1	-8	1	-13	i	1	4	0	2	2	-24
O=P(Nc1ccccc1)(Nc1ccccc1)Oc1ccccc1	-7	22	4	i	3	-2	6	-6	0	2
CCOc1ccc2[nH]c(=O)c(CN(CCO)C3(c4nnnn4C4CCCCC4)CCCCC3)cc2c1	-3	13	9	i	11	-3	7	0	-1	-6
COC(=O)[C@H]1C[C@@H]1[C@H](NP(=O)(c1ccccc1)c1ccccc1)c1ccccc1	4	12	5	i	-12	-2	5	6	0	-22
COc1ccccc1CCNCc1cc2c(cc1[N+](=O)[O-])OCO2	13	-4	31	i	-31	3	3	-1	3	-28
CCN1CCC(O)(c2ccccc2)C(C(=O)c2ccccc2)C1 (stereo unspecified)	-11	13	0	i	6	nt	-5	-4	5	-22
N#CC(c1cccnc1)N1CCOCC1 (stereo unspecified)	-1	17	8	i	-12	0	16*	4	0	-2
Cc1cccc(CN2CCCC(C(=O)c3cccc(OC(C)C)c3)C2)n1 (stereo unspecified)	-5	-5	-4	i	11	-6	5	-1	-2	4
O=c1c2ccccc2nc(/C=C/c2ccc(O)cc2)n1-c1cccc(O)c1	1	5	0	i	18	3	-1	-2	-3	-7
CC(C)(C)[C@]1(O)C[C@@H]2OC(=O)C[C@@]23C(=O)O[C@@H]2OC(=O)[C@H](O)[C@]213	-4	20	-4	i	6	-2	-1	1	-1	3
Cc1sc(-n2c(C)cc(C=C3C(=O)NC(=O)NC3=O)c2C)c(C#N)c1C	-3	23	-6	i	-1	0	4	1	-3	-12

Other records
SMILES	HSF1 inh	AI-2 QS mod	HSF-1 act	PolyA inhibitor	aSyn UTR inh	GSK3A inh	HSP90 inh	IEC-6 tox	GSK3beta inhib	KLF5 inh
Nc1ccccc1C(=O)OCC(=O)c1ccc2c(c1)OCCO2	-57*	12	-57	i	-64	0	1	0	3	-45
CC(=O)N1CN2CN(C(C)=O)CC(C(=O)c3ccccc3)(C2)C1	1	31	-14	i	0	-3	0	-2	0	-10
O=C1NC(=O)N(CCc2ccc(F)cc2)C(=O)/C1=C/c1cccs1	5	30	7	i	-3	-1	4	0	3	-7
COc1cccc(CN2CC=C(c3ccc(F)cc3)CC2)c1	-23	9	-31	i	8	-7	-4	-2	-1	-8
COc1ccc(C(C)=O)cc1CC(C(=O)c1ccc(C)cc1)N(C)C (stereo unspecified)	-4	7	-1	i	15	0	2	0	3	-16
CN1CCN(c2ncnc3ccc(Br)cc23)CC1	-20	20	-27	i	6	7	0	1	4	7
O=C1CN=C(c2ccccc2)c2ccccc2N1	-9	19	8	i	3	9	2	-4	-1	-26
CCCCn1c(=O)c(C(=O)NCCc2ccccc2)c(O)c2ccccc21	1	7	0	i	6	2	3	-3	-4	-14
Cc1ccccc1CCNCc1cc2cccc(C)c2[nH]c1=O	-4	25	14	i	20	0	-8	0	1	-37
CCc1cccc(CC)c1NC(=S)N1CC2CC(C1)c1cccc(=O)n1C2 (stereo unspecified)	-2	17	-12	i	23	-3	3	-8	-1	-18
O=C(c1cccn2c(=O)c3cc(Br)ccc3nc12)N1CCC2(CC1)OCCO2	2	13	8	i	-8	2	0	-3	-1	-50
CCOc1ccccc1-n1c(O)c(C=NCCCN(CC)CC)c(=O)[nH]c1=O	-5	13	9	i	6	7	1	1	0	-15
Cc1ccc2nc(N3CCC(C(=O)N4CCC5(CC4)OCCO5)CC3)sc2c1	7	9	33	i	-78	0	1	-6	3	-83
Cc1cnn(C2CCN(C)CC2)c1N	-12	2	0	i	5	1	4	11	1	9
